Mcl1 Noxa PPI: disrupts binding of human Mcl-1 to Noxa peptide. Q07820. TR-FRET Mcl-1/Noxa peptide binding, 2 h. inhibition, % at 21.7 µM. 1.5% of 220,000 active. AID 1022;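 active means compounds that cut the protein-peptide binding signal by more than 50% relative to plate controls in a single-dose test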;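 further: His-tagged Mcl-1 with rhodamine Noxa BH3 peptide and terbium anti-His antibody; 0% = Mcl-1 plus Noxa peptide wells and 100% = peptide-only wells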
Target sequence (Q07820 whole entry, looked up): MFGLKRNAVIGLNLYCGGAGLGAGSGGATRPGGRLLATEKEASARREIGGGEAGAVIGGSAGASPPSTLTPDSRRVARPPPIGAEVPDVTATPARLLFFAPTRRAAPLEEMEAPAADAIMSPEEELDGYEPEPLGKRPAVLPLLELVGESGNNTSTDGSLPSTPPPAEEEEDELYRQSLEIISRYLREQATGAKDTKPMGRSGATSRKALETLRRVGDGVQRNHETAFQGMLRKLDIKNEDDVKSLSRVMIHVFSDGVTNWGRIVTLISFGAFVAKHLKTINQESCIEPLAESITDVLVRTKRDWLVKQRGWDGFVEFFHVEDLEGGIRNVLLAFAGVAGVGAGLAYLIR
Rab7 wt GTP bind: alters GTP binding to wildtype dog Rab7 | GST-Rab7 beads, fluorescent GTP binding, flow cytometry; actives lie on both sides; untreated = 100%, excess cold GTP = 0% | GTP binding activity (percent of control), % at 10 µM | 0.055% of 190,000 active | AID 758;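 active means fluorescent GTP binding to Rab7 beads changed by at least 20 points from the 100% baseline, either direction, mostly lower; inconclusive means compound itself probably fluorescent, or too few beads counted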;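 further: median green fluorescence of bound Bodipy-FL-GTP per Rab7 bead population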
Cdc42 wt GTP: changes GTP binding to wildtype human Cdc42; 0.2% of 190,000 active; P60953; AID 761; percent activity (GTP binding), % at 10 µM; GST-Cdc42 beads, Bodipy-GTP binding, flow cytometry; actives lie on both sides;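 active means percent activity GTP binding at least 20 points away from the 100% baseline, either down as inhibitor or up as activator; inconclusive means compound flagged as likely green fluorescent from well-wide comparison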;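 further: median bead fluorescence of bound Bodipy-FL-GTP at 100 nM; 0% = excess unlabeled GTP control and 100% = no compound control; below 100% means less GTP binding so inhibitor and above means activator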
Target sequence (P60953 whole entry, looked up): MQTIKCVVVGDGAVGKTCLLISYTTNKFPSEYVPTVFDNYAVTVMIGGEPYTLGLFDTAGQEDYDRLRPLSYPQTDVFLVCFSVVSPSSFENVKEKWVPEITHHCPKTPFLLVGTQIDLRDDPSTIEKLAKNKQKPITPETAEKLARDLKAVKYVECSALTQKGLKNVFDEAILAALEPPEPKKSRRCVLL
Avidin fluor: compound fluoresces at 488/530 nm on avidin beads; compound fluorescence 488/530 nm, flow cytometry; stronger effect = higher value; fluorescence (KMESF) at 10 µM; 0.38% of 220,000 active; AID 1775; in the data active means fluorescence above about 47; further: inactives centre near 10
Rac1 act GTP bind: alters GTP binding to activated mutant human Rac1; P63000; GST-Rac1 activated beads, fluorescent GTP binding, flow cytometry; actives lie on both sides; 100% means binding = to untreated wells; percent activity (GTP binding), % at 10 µM; 0.11% of 190,000 active; AID 764;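 active means GTP binding at least 20 percentage points away from the 100% baseline, in either direction, so actives lie on both sides; inconclusive means Compound likely fluorescent itself, or too few beads counted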
Mcl1 Bid PPI: Mcl-1/Bid interaction inhibition; TR-FRET Mcl-1/Bid-Dy647 peptide binding, 1536-well; inhibition, % at 21.7 µM; 0.97% of 220,000 active; AID 1021;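 active means compounds that cut the binding signal by more than half at the single screening dose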;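 further: His-tagged Mcl-1 with europium anti-His antibody binding Bid BH3 peptide; 0% = Mcl-1 plus peptide wells and 100% = peptide-only wells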
GSH fluor: GSH bead compound fluorescence profile. GSH beads flow cytometry, compound fluorescence 488/530 nm; stronger effect = higher value. fluorescence (KMESF) at 10 µM. 0.25% of 190,000 active; in the data active means fluorescence above about 89;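 further: glutathione beads carrying GST-tagged Bcl family fusion proteins plus one bare bead set; values are compound well signal with DMSO vehicle wells as background; inactives centre near 16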
Pf gamet viab: kills late stage P. falciparum gametocytes | P. falciparum stage V gametocytes, ATP luminescence, 24 h | inhibition, % at 10.9 µM | 0.065% of 150,000 active | AID 743093;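 active means inhibition above the mean plus 3 SD of compounds within the control limits, set per campaign, cut at about 38% in these data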;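 further: 0% = DMSO wells and 100% = medium only without gametocytes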
Rab2 wt GTP: changes GTP binding to wildtype dog Rab2A, up or down; P61105; GST-Rab2 wt beads, Bodipy-GTP binding, flow cytometry; GTP binding activity, % at 10 µM; 0.19% of 190,000 active; AID 760;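 active means GTP binding activity at least 20 points away from 100%, either lowered or raised; inconclusive means signal likely due to the compound's own green fluorescence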;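 further: 0% = beads with excess unlabeled GTP and 100% = no-compound control corrected for plate trend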
HRas wt GTP bind: changes GTP binding to wildtype human HRas; GTP binding activity, % at 10 µM; AID 759; 0.14% of 190,000 active; GST-Ras wt beads, Bodipy-FL-GTP binding, flow cytometry; actives lie on both sides;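 active means GTP binding activity at least 20% away from the 100% baseline, either lowered as inhibitor or raised as activator; inconclusive means flagged as likely green fluorescent, judged across all proteins in the well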;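 further: 0% = unlabeled GTP competition control and 100% = no-compound control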
Target sequence (P01112 whole entry, looked up): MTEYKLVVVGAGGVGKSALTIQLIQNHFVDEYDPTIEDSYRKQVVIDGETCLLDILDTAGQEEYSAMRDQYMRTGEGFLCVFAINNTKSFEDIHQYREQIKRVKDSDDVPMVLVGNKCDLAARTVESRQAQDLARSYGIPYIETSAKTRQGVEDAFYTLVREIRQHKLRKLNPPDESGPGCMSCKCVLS
Rac1 wt GTP bind: human Rac1 wildtype GTP binding, inhibitors and activators; P63000; GST-Rac1 beads, fluorescent GTP binding, flow cytometry; actives lie on both sides; 0 = cold GTP competed, 100 = untreated; GTP binding activity (% of control), % at 10 µM; 0.27% of 190,000 active;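 active means GTP binding activity at least 20 points away from the 100% control level, either lower or higher; inconclusive means compound flagged as likely green fluorescent, judged across all proteins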
The depositor's hits bear a star; ? = inconclusive; / = no result given. This is a random part of the collection, and some 3% of all compounds hit somewhere here.

Structure	Mcl1 Noxa PPI	Rab7 wt GTP bind	Cdc42 wt GTP	Avidin fluor	Rac1 act GTP bind	Mcl1 Bid PPI	GSH fluor	Pf gamet viab	Rab2 wt GTP	HRas wt GTP bind	Rac1 wt GTP bind
COc1ccccc1C(=O)CSc1cccc[n+]1[O-]	0.6	94.0	94.0	11	97.0	-10.9	16	/	94.0	96.0	101.0
O=C1OC(c2ccccc2)c2ccc3ccccc3c21 (stereo not given)	9.2	98.0	99.0	2	99.0	1.9	8	/	98.0	100.0	101.0
Cc1[nH]c2c(C)cccc2c(=O)c1Br	24.5	101.0	103.0	9	98.0	0.4	13	/	102.0	101.0	103.0
C#CCn1cnc2c(cnn2-c2ccc(C)c(C)c2)c1=O	-0.4	100.0	104.0	23	102.0	-11.9	9	/	103.0	101.0	106.0
COc1cc(NC(=S)NCCN2CCOCC2)cc(OC)c1	17.4	106.0	105.0	4	102.0	-8.3	11	/	103.0	104.0	107.0
COc1ccc(S(=O)(=O)NCCCCCC(=O)O)cc1C(=O)O	-1.6	90.0	94.0	7	95.0	-15.9	17	14.1	95.0	93.0	101.0
Cn1nnnc1SCC(=O)Nc1ccc(Oc2ccccc2)cc1	8.1	103.0	104.0	13	99.0	-4.2	31	/	102.0	102.0	103.0
Nc1nc(-c2ccc3c(c2)OCCO3)cs1	14.1	98.0	101.0	13	100.0	12.3	16	/	101.0	101.0	105.0
CN1CCCCC1=NCCCn1cnc2c1c(=O)n(C)c(=O)n2C	-2.6	100.0	108.0	8	102.0	-3.9	21	-12.3	107.0	107.0	105.0
O=C(Nc1ccccc1)N1CCn2c(nc3ccccc32)C1	-1.4	97.0	104.0	16	94.0	-9.4	5	-23.5	98.0	102.0	97.0
Cc1ccc2occ(/C=N/NC(N)=S)c(=O)c2c1	27.2	98.0	97.0	11	94.0	-18.0	18	12.4	94.0	95.0	98.0
CCOCCOC(=O)C1=C(C)N(C)C(=O)NC1c1cc(Cl)c(O)c(OCC)c1 (stereo not given)	20.7	101.0	101.0	33	97.0	-17.4	27	14.7	100.0	100.0	104.0
COC(=O)CCN(C(=O)c1ccc(C)c([N+](=O)[O-])c1)c1ccccn1	10.4	95.0	95.0	8	95.0	-5.0	16	1.6	96.0	96.0	99.0
CCOC(=O)c1c(NC(=O)Cn2cnc([N+](=O)[O-])n2)sc2c1CCC(C)C2 (stereo not given)	7.7	100.0	99.0	8	99.0	-20.2	32	/	100.0	99.0	100.0
CCOC(=O)Cn1c(CN2CCN(C(c3ccccc3)c3ccccc3)CC2)nc2c1c(=O)n(C)c(=O)n2C	6.5	98.0	99.0	3	101.0	-13.3	17	/	96.0	98.0	98.0

Some values from the entries so far.
Cc1[nH]c2c(C)cccc2c(=O)c1Br in Rab2 wt GTP → 102.0
COC(=O)CCN(C(=O)c1ccc(C)c([N+](=O)[O-])c1)c1ccccn1 in Rab2 wt GTP → 96.0

New compounds follow
Structure	Mcl1 Noxa PPI	Rab7 wt GTP bind	Cdc42 wt GTP	Avidin fluor	Rac1 act GTP bind	Mcl1 Bid PPI	GSH fluor	Pf gamet viab	Rab2 wt GTP	HRas wt GTP bind	Rac1 wt GTP bind
CCOC(=O)c1c(C)oc2c1c(C(c1cccnc1)N1CCOCC1)c(O)c1ccccc12 (stereo not given)	101.3*	102.0	99.0	21	98.0	69.2*	35	/	102.0	99.0	103.0
CCOC(=O)Cn1nc(C)c(NC(=O)COc2ccc([N+](=O)[O-])cc2)c1C	8.9	104.0	96.0	12	95.0	-4.3	13	/	96.0	97.0	96.0
COc1ccc(CCNc2oc(-c3ccc(OC)c(OC)c3)nc2C#N)cc1	6.3	97.0	103.0	8	99.0	-22.3	14	/	100.0	102.0	102.0
O=C1c2ccccc2C(=O)N1CN(C(=O)c1ccccc1[N+](=O)[O-])c1ccc(F)cc1	1.1	98.0	100.0	5	101.0	1.9	10	1.1	97.0	97.0	102.0
Cc1coc(C)c1C(=O)CC1(O)C(=O)N(C)c2ccc(Cl)cc21 (stereo not given)	10.3	100.0	99.0	10	93.0	-54.8	11	23.4	98.0	98.0	97.0
Cc1csc(NC(=O)c2cccc(Cn3nc(C)c(Br)c3C)c2)n1	3.4	101.0	101.0	12	101.0	10.1	18	/	101.0	101.0	99.0
Cc1ccc(N=c2c([N+](=O)[O-])nn(-c3ccc4c(c3)OCCO4)n2O)c(Cl)c1	43.9	98.0	101.0	11	95.0	37.6	10	/	100.0	96.0	100.0
CN1C(=O)c2ccccc2C(C(=O)O)C1c1cccc(Cl)c1 (stereo not given)	16.9	94.0	101.0	13	98.0	0.8	24	-3.2	100.0	98.0	101.0
c1ccc(N=P(N2CCOCC2)(N2CCOCC2)N2CCOCC2)cc1	-0.5	98.0	101.0	6	101.0	-29.9	62	/	100.0	98.0	106.0
O=C(CN1C(=O)C2CCCCN2C(=O)c2ccccc21)N1CCCc2ccccc21 (stereo not given)	3.1	101.0	103.0	20	100.0	-43.1	29	-21.2	102.0	103.0	109.0
Cc1ccc(C(=O)N2CCN(C3CCCCC3)CC2)s1	15.9	109.0	108.0	6	100.0	4.0	48	3.1	109.0	109.0	109.0
COc1ccc(NC(=S)N(CCN(C)C)C(C)c2ccco2)cc1 (stereo not given)	16.8	96.0	96.0	19	95.0	-58.2	80	19.8	97.0	97.0	98.0
Cc1cccc(NC(=O)c2cc3c(n(-c4ccccc4)c2=O)CCCC3=O)n1	0.8	105.0	102.0	7	101.0	-25.3	14	/	101.0	104.0	109.0
COC(=O)CSc1nnc(CNC(=O)c2cccc(C)c2)n1-c1ccccc1OC	-1.3	?	?	15	?	7.8	10	/	?	?	?
CN(C)CCOC(c1ccccc1)c1ccccc1 (tested in a mixture with another compound)	19.2	96.0	101.0	9	97.0	1.5	20	/	99.0	101.0	102.0

Shown as a hit in Mcl1 Bid PPI, of those listed so far:
SMILES	Mcl1 Noxa PPI	Rab7 wt GTP bind	Cdc42 wt GTP	Avidin fluor	Rac1 act GTP bind	Mcl1 Bid PPI	GSH fluor	Rab2 wt GTP	HRas wt GTP bind	Rac1 wt GTP bind
CCOC(=O)c1c(C)oc2c1c(C(c1cccnc1)N1CCOCC1)c(O)c1ccccc12 (stereo not given)	101.3*	102.0	99.0	21	98.0	69.2*	35	102.0	99.0	103.0

Further structures
Structure	Mcl1 Noxa PPI	Rab7 wt GTP bind	Cdc42 wt GTP	Avidin fluor	Rac1 act GTP bind	Mcl1 Bid PPI	GSH fluor	Pf gamet viab	Rab2 wt GTP	HRas wt GTP bind	Rac1 wt GTP bind
C=CCn1c(SCC(=O)c2cc(C)n(CC3CCCO3)c2C)nnc1-c1ccccc1 (stereo not given)	-5.8	99.0	98.0	15	99.0	-34.0	16	/	99.0	99.0	103.0
O=c1[nH]c(-c2cccs2)nc2ccccc12	6.6	100.0	103.0	8	100.0	0.0	14	/	102.0	102.0	104.0
CN1CCN(CCC(=O)N2c3ccccc3Sc3ccc(Cl)cc32)CC1	26.1	98.0	104.0	11	97.0	-6.3	23	-1.0	98.0	100.0	102.0
Cc1nc(C(F)(F)F)c(C(=O)N=CN(C)C)s1	15.0	103.0	95.0	9	94.0	-11.8	14	-4.1	99.0	95.0	97.0
CC(C)n1c(=S)[nH]c2ccccc2c1=O	12.1	97.0	96.0	28	93.0	-30.6	18	15.0	95.0	98.0	96.0
CCOC(=O)C1=C(C)Nc2ccccc2N=C1N	22.6	94.0	98.0	11	94.0	-10.0	10	8.6	94.0	97.0	98.0
Cc1no[n+]([O-])c1COc1cccc(/C=C2\N=C(c3ccccc3)OC2=O)c1	7.9	?	?	18	?	-12.9	11	-10.4	?	?	?
O=C(COC(=O)/C=C/c1ccc(Cl)cc1)NCCc1ccccc1	6.0	94.0	91.0	2	93.0	-23.6	12	1.9	88.0	95.0	97.0
CCc1ccc(NC(=O)/C(C#N)=C\c2ccc(OC)c(C(=O)O)c2)cc1	24.6	94.0	95.0	10	93.0	-8.7	14	13.8	92.0	98.0	97.0
O=S(=O)(NCC1CCCO1)c1ccc(-c2ccc(Cl)cc2)cc1 (stereo not given)	11.2	95.0	92.0	10	95.0	-0.8	15	13.2	97.0	96.0	100.0
O=C(Nc1ccc2oc(-c3cccnc3)nc2c1)c1ccc2c(c1)OCCO2	52.5*	97.0	96.0	10	96.0	40.5	7	-4.2	95.0	95.0	96.0
Clc1ccc(CN2CCCCCCC2)cc1Cl	26.0	96.0	98.0	12	96.0	21.1	25	/	97.0	99.0	96.0
O=C(Nc1nccs1)C12CC3CC(C1)CC(C(=O)Nc1nccs1)(C3)C2	3.4	104.0	107.0	33	103.0	-1.9	16	-5.6	103.0	105.0	107.0
CCCCOC(=O)c1ccc(NC(=O)C(CCS(C)(=O)=O)NC(C)=O)cc1 (stereo not given)	9.7	101.0	93.0	16	91.0	2.0	33	19.9	96.0	99.0	94.0
CCN(CC)S(=O)(=O)c1cccc(-c2nnc(C(=O)c3ccc(C(F)(F)F)cc3)o2)c1	-1.0	104.0	107.0	4	102.0	-30.7	30	/	103.0	104.0	107.0

Structure	Mcl1 Noxa PPI	Rab7 wt GTP bind	Cdc42 wt GTP	Avidin fluor	Rac1 act GTP bind	Mcl1 Bid PPI	GSH fluor	Pf gamet viab	Rab2 wt GTP	HRas wt GTP bind	Rac1 wt GTP bind
COCc1cc(C)nc(N2CCCCC2)c1C#N	-9.0	100.0	102.0	7	98.0	-6.6	19	/	97.0	100.0	105.0
CCn1c(CC(=O)Nc2ccc(Cl)c(Cl)c2)nnc1SCc1ccc(Cl)cc1	-11.7	102.0	97.0	7	98.0	1.9	31	/	100.0	99.0	98.0
Cc1cc(C)cc(NC(=S)NCC2CCN(C(C)c3ccccc3)C2)c1 (stereo not given)	10.6	95.0	98.0	8	99.0	-32.6	13	-14.4	98.0	100.0	100.0
Cc1ccc2c(c1)C1CN(C)CCC1N2C(=S)Nc1ccc(Cl)cc1Cl (stereo not given)	8.2	106.0	97.0	8	96.0	-31.0	15	-1.4	99.0	97.0	95.0
COc1ccccc1NC(=O)Cn1cnc2c1c(=O)n(C)c(=O)n2C	-6.9	97.0	96.0	26	98.0	-2.6	13	/	98.0	99.0	97.0
COc1ccc(-n2ncc3c(N4CCCCC4)ncnc32)cc1	-13.5	97.0	104.0	25	98.0	0.3	16	/	98.0	99.0	101.0
COC(=O)C(Cc1ccccc1)NC(=S)NC(=O)c1ccccc1 (stereo not given)	0.7	105.0	95.0	12	94.0	-16.6	11	12.8	98.0	99.0	102.0

Assay outcomes as filed in PubChem.
